High-throughput results deposited in PubChem by several laboratories.
Dyrk1A ADPGlo – Dyrk1A (rat) kinase inhibition | ADP-Glo luminescence, NFATc1 peptide | inhibition, % at 12.5 µM | actives 0.43% (n = 310,000); in the data active means inhibition above about 50%;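 further: plate controls were vehicle with enzyme for no effect and no enzyme for full effect; many of its hits are not listed in these tables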
KCNK9 block – blocks the human KCNK9 two-pore domain potassium channel | Q9NPC2 | HEK293 KCNK9, FluxOR thallium flux fluorescence; hits give low values | B-score at 10 µM | actives 1.2% (n = 310,000);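 active means ratio B-score over 3 SD below the library mean, with starting fluorescence within 5 SD of its mean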;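 further: negative B-score means less thallium flux so channel inhibition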
KCNK3 inh – human KCNK3 channel inhibition, primary screen; actives 0.84% (n = 340,000); AID 602410; B-score at 10 µM; O14649; CHO-KCNK3 thallium flux, FluxOR fluorescence; hits give low values;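 active means B-score under library mean minus 4 SD, starting fluorescence ratio at most library mean plus 5 SD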;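 further: more negative B-score means stronger inhibition of thallium flux through KCNK3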
hERG rescue – shields human hERG channel from block by proarrhythmic agents; AID 1511; Q12809; actives 0.51% (n = 310,000); CHO-hERG, FluxOR thallium flux, dofetilide IC70 present; activation (rescue from dofetilide block), less the hit threshold, % at 10 µM;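 active means activation above the mean of controls blocked by dofetilide plus 5 SD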;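 further: thallium influx through hERG after potassium depolarization seen as dye fluorescence rise; in these data hits start at about 4.7%; inactives centre near -7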
KCNQ1 act – potentiators or activators of human KCNQ1 potassium channel; P51787; CHO-K1 KCNQ1, thallium flux FluxOR fluorescence; hits give high values; B-score at 10 µM; actives 0.35% (n = 310,000); AID 2648;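 active means fluorescence ratio B-score, a plate-corrected score, at least three library SD, with initial intensity B-score within 5 SD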
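System: CHO-K1 cells stably expressing KCNQ1 / Medium: assay buffer for compound exposure, DMSO matched across wells / Reagent: thallium- and potassium-containing depolarizing buffer / Compound: one concentration, matched DMSO / Incubation: 20 min compound pretreatment at room temperature / Measured by: kinetic FluxOR fluorescence, 10 s baseline plus 110 s post-stimulus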
KCNQ1 block – human KCNQ1 channel inhibition | P51787 | actives 1.3% (n = 310,000) | CHO-K1 KCNQ1, FluxOR thallium flux fluorescence; hits give high values | AID 2642 | B-score at 10 µM;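 active means compounds whose thallium flux B-score, printed positive for inhibition, exceeds three library SD while starting fluorescence stays within three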;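 further: channel opened by potassium depolarization with thallium stimulus after 20 min compound exposure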
TMEM16A inh – inhibitors of mouse TMEM16A calcium-activated chloride channel | normalized B-score (activity score, 25-100; higher = stronger inhibition) at 10 µM | Q8BHY3 | actives 1.2% (n = 310,000) | HEK293 TMEM16A/YFP iodide influx fluorescence, ionomycin;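 active means ratio plate-corrected score three or more library SD toward inhibition, starting fluorescence score within five deviations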;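 further: score derived from kinetic fluorescence span divided by baseline fluorescence per well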
Target sequence (Q8BHY3 whole entry, looked up): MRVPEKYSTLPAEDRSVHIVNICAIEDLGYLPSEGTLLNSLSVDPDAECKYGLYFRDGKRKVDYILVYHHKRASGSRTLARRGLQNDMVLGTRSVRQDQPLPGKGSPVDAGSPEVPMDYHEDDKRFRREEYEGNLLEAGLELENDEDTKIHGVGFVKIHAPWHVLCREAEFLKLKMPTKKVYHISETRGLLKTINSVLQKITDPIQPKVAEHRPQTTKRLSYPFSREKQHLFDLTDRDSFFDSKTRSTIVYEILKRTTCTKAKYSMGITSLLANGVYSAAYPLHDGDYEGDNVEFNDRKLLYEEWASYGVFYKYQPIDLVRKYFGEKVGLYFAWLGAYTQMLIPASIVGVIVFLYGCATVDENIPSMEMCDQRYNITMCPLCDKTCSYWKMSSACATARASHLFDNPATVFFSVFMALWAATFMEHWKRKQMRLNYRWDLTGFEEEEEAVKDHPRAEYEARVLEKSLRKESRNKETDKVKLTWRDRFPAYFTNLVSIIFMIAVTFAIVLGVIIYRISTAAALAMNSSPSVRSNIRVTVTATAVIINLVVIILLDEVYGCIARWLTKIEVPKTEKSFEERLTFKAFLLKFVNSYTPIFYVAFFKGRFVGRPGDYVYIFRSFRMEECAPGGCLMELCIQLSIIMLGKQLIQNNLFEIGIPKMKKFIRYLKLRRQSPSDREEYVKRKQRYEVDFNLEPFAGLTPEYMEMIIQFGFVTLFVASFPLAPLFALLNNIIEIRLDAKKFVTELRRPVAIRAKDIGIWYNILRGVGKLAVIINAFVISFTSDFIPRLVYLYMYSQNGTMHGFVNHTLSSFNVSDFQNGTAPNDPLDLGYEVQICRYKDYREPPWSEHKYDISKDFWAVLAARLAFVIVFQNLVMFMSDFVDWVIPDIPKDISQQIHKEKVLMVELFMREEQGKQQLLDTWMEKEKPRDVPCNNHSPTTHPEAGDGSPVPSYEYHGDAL
TRPC4 agonist – opens the mouse TRPC4 cation channel. Q9QUQ5. HEK293 TRPC4beta/mu-opioid, Fluo4 calcium fluorescence; hits give high values. B-score at 10 µM. actives 0.49% (n = 310,000). AID 2237;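 active means B-score above 5 SD of library B-scores, and initial fluorescence ratio not above library mean plus 5 SD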;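 further: positive B-score marks a calcium rise read as TRPC4 activation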
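Assay system: HEK293 stable line with TRPC4beta plus mu-opioid receptor; schedule: 45 min room-temperature Fluo4 loading, 110 s read; technique: kinetic Fluo4 calcium fluorescence; evaluation: integrated baseline-normalised fluorescence ratio, converted to per-well B score; controls: buffer (low) and maximal DAMGO (high)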
ANO1 activ – mouse TMEM16A channel activation, primary screen; HEK293 TMEM16A/YFP-H148Q/I152L, iodide quench fluorescence; hits give low values; actives 0.3% (n = 340,000); B-score at 10 µM; AID 623877; Q8BHY3;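 active means fluorescence-ratio B-score plate-corrected deviation score at least 3 library SD below zero, with starting fluorescence score within 5 deviations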;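 further: channel opened by trigger with iodide after compound preincubation; score built on the fluorescence ratio of max minus min over baseline; more negative score means more quench and so TMEM16A activation or potentiation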
TRPC4 PAM – allosteric potentiators of mouse TRPC4 channel | Q9QUQ5 | HEK293 TRPC4beta/mu-opioid, DAMGO EC20, Fluo-4 Ca2+ flux; hits give high values | B-score at 10 µM | actives 0.42% (n = 310,000);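 active means B-score of calcium response area above 5 SD of library B-scores, with initial fluorescence ratio within 5 SD of library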;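 further: B-score of integrated fluorescence ratio over time as area under calcium response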
HDAC3 inhib – blocks human histone deacetylase 3. actives 0.15% (n = 320,000). inhibition, % at 8.3 µM. O15379. recombinant HDAC3, fluorogenic peptide/trypsin coupled, fluorescence; in the data active means inhibition above about 26%, passing the limit was not always enough; inconclusive means no clear call, values can overlap the other calls
* hit, by the source's call; i = inactive; ? = inconclusive; / = not tested or not shown. An excerpt; the hit share may differ from the screen's.

SMILES	Dyrk1A ADPGlo	KCNK9 block	KCNK3 inh	hERG rescue	KCNQ1 act	KCNQ1 block	TMEM16A inh	TRPC4 agonist	ANO1 activ	TRPC4 PAM	HDAC3 inhib
CC(C)C(NC(=O)C12CC3CC(CC(C3)C1)C2)C(=O)N/N=C/C1=C(N2CCOCC2)C(=C\c2ccc([N+](=O)[O-])cc2)/CC1 (configuration not stated)	1	i	i	-6	i	i	i	i	i	i	0
CCNC(=O)CC1C(=O)N(c2ccccc2)C(=O)N1CCc1ccc(OC)c(OC)c1 (configuration not stated)	4	i	i	-8	i	i	i	i	i	i	0
c1nc(N2CCCCC2)c2[nH]cnc2n1	33	i	i	-6	i	i	i	i	i	i	6
COc1ccc(/C=N/n2c(=S)n(C)c3ccccc32)cc1OC	-1	i	i	-6	i	i	i	i	i	i	?
O=C(NCc1ccco1)/C(=C\c1ccco1)NC(=O)c1cccs1	1	i	i	-20	i	i	i	i	i	i	5
O=C(Nc1c(F)c(F)c(F)c(F)c1F)NC1CCCCC1	-5	i	i	-16	i	i	i	i	i	i	-3
CCc1ccc(C(=O)COC(=O)c2cccc(N3C(=O)c4c(C)nc5ccccc5c4C3=O)c2)cc1	-6	i	i	-10	i	i	i	i	i	i	3
CC(C)CCN1C(=O)c2ccc(C(=O)OCC(=O)N(C)C3CCS(=O)(=O)C3)cc2C1=O (configuration not stated)	0	i	i	-9	i	i	i	i	i	i	0
O=C(NCCN1CCOCC1)N1CCOCC1	6	i	i	-2	i	i	i	i	i	i	7
Cc1cccc2nc(CSc3nnnn3-c3ccccc3)cn12	-1	i	i	-9	i	i	i	i	i	i	-11
COc1coc(/C=C/C(=O)O)cc1=O	-4	i	i	-7	i	i	i	i	i	i	-4
CCNS(=O)(=O)c1ccc(CCC(=O)N2CCN(c3ccccc3)CC2)cc1	13	i	i	-6	i	i	i	i	i	i	8
CCN(CC)S(=O)(=O)c1ccc(OC)nc1	-4	i	i	-4	i	i	i	i	i	i	4
Cc1nc2scc(C)n2c(=O)c1S(=O)(=O)Nc1ccc(N2CCOCC2)cc1	4	i	i	4	i	i	i	i	i	i	0
CCN(c1ccccc1)S(=O)(=O)c1ccc(C(=O)Nc2nnc(CSC)o2)cc1	-21	i	i	-11	i	i	i	i	i	i	6
CCc1nnc(NC(=O)CSc2n[nH]c(-c3ccccc3O)n2)s1	0	i	i	-9	i	i	i	i	i	i	-3
CC1(C)Cc2c(C#N)c(N3CCCC3)nc(-c3ccco3)c2CO1	-13	i	i	-26	i	i	i	i	i	i	-15
Cc1ccc(C)c(-c2[nH]ncc2CN2CCCC(CO)(Cc3ccccc3C)C2)c1 (configuration not stated)	-2	i	i	-14	i	i	i	i	i	i	-1
CC(C)N(Cc1ccccc1)C(=O)/C=C/c1ccccc1[N+](=O)[O-]	4	i	i	-7	i	i	i	i	i	i	3
C=CCn1c(SCC(=O)O)nnc1-c1ccccc1	2	i	i	-8	i	i	i	i	i	i	6
CC(C)n1c(O)c(/C=C2\C=Nc3ccccc32)sc1=Nc1ccccc1	6	i	i	-6	i	i	i	i	i	i	-2
O=C(c1ccc(Cl)cc1)c1nnc(-c2ccncc2)o1	5	i	i	-6	i	i	i	i	i	i	1
Cc1cccc(C(=O)NCCc2nnc(SCC(=O)Nc3cccc(C(=O)O)c3)n2C)c1	-1	i	i	-5	i	i	i	i	i	i	-4
O=C(N/N=C/c1cn(Cc2ccccc2)c2ccccc12)c1ccncc1	1	i	i	-22	i	i	100*	i	i	i	10
Cc1csc(SCc2nc3sc4c(c3c(=O)[nH]2)CCC4)n1	2	i	i	-3	i	i	/	i	i	i	/

The results go on.
SMILES	Dyrk1A ADPGlo	KCNK9 block	KCNK3 inh	hERG rescue	KCNQ1 act	KCNQ1 block	TMEM16A inh	TRPC4 agonist	ANO1 activ	TRPC4 PAM	HDAC3 inhib
Clc1ccc(-n2cc(-c3ccc(Br)cc3)[n+]3c2CCCCC3)cc1	1	i	i	-14	i	i	i	i	i	i	4
O=C(NCCCn1ccnc1)c1cc(-c2ccc(Br)cc2)on1	3	i	i	-15	i	i	i	i	i	i	1
O=C(O)CCc1ccc(-c2ccccc2)n1CC1CCCO1 (configuration not stated)	-6	i	i	-4	i	i	i	i	i	i	-25
O=C(/C=C/c1cc([N+](=O)[O-])ccc1OC(F)F)Nc1cccc(OC(F)F)c1	2	i	i	-4	i	i	i	i	i	i	-1
COc1cccc(-c2nc(CS(=O)(=O)CC(=O)Nc3ccc(F)cc3F)c(C)o2)c1	-6	i	i	-7	i	i	i	i	i	i	2
O=C(Nc1ccc(F)cc1)c1cc2cc(Cl)ccc2[nH]1	-3	i	i	-5	i	i	i	i	i	i	-2
CCCCc1ccc(C2C3=C(CC(C)(C)CC3=O)NC3=C2C(=O)c2ccccc23)cc1 (configuration not stated)	-73	i	i	-3	i	i	i	i	i	i	14
CN(C[C@@H](CC1CCCCC1)N(C[C@H](Cc1ccccc1)N(CCc1ccccc1)N=O)N=O)N=O	1	i	i	-11	i	i	i	i	i	i	4
N#Cc1cccc(NC(=O)Cn2cnc(S(=O)(=O)N3CCOCC3)c2)c1	-5	i	i	-4	i	i	i	i	i	i	-3
Cc1ccc(OCC(=O)N(Cc2ccccc2)c2ccccn2)cc1	-9	i	i	-14	i	i	i	i	i	i	-9
O=C(CNC(=O)c1ccccc1)NCC(=O)OCc1ccccc1Cl	-2	i	i	-10	i	i	i	i	i	i	10
O=C(COc1cccc(-n2cnnn2)c1)Nc1ccc([N+](=O)[O-])cc1	0	i	i	-7	i	i	i	i	i	i	3
COc1ccc(-c2csc3ncnc(N4CCN(S(=O)(=O)c5ccc(C)cc5)CC4)c23)cc1	4	i	i	-14	i	i	i	i	i	i	0
CSc1ncccc1C(=O)N(C)CC(=O)Nc1cccc(F)c1	0	i	i	-11	i	i	i	i	i	i	-4
Cc1c(N2C(=O)C(C)SC23C(=O)Nc2ccccc23)c(=O)n(-c2ccccc2)n1C (configuration not stated)	0	i	i	-14	i	i	i	i	i	i	-3
Cn1c(N)c(C#N)c(C#N)c1-c1ccccc1	8	/	i	/	/	/	i	/	i	/	-2
COc1cc(C(=O)N=c2sc3c(C)ccc(OC)c3n2C)cc(OC)c1OC	2	i	i	-9	i	i	i	i	i	i	1
CC[C@H](C)[C@H](NC(N)=O)C(=O)NNC(=O)c1ccc(COc2cccc3cccnc23)cc1	-1	i	i	-6	i	i	i	i	i	i	1
COc1ccc(CNC(=O)CSc2ncnc3ccccc23)cc1OC	1	i	i	-10	i	i	i	i	i	i	-6
COc1ccccc1/C=C1/C(=O)N(c2ccc([N+](=O)[O-])cc2)N=C1C	-2	i	i	-4	i	i	i	i	i	i	9
COc1ccc(-c2cn(Cc3ccc(C(=O)c4ccccc4)cc3)nn2)cc1	/	i	/	-5	i	i	25*	i	/	i	?
CN(CCC#N)C(=O)COC(=O)c1c2c(nc3ccccc13)/C(=C/c1ccco1)CC2	4	i	i	-18	i	i	i	i	i	i	7
COc1ccc(C2NCCn3cccc32)cc1 (configuration not stated)	5	i	i	-13	i	i	i	i	i	i	?
O=C(CC1C(=O)NCCN1Cc1c(F)cccc1Cl)NCCCn1ccnc1 (configuration not stated)	-7	i	i	-11	i	i	i	i	i	i	0
C/C(=C\C(=O)c1ccccc1)Nc1ccc2c(c1)OCO2	15	i	i	-11	i	i	i	i	i	i	4

Other results follow:
SMILES	Dyrk1A ADPGlo	KCNK9 block	KCNK3 inh	hERG rescue	KCNQ1 act	KCNQ1 block	TMEM16A inh	TRPC4 agonist	ANO1 activ	TRPC4 PAM	HDAC3 inhib
COc1ccc(C(=O)C2CCCN(Cc3cccn3-c3nccs3)C2)cc1F (configuration not stated)	-3	i	i	-21	i	i	i	i	i	i	1
O=c1[nH]nc(SCc2nnc(-c3cccc(Cl)c3)o2)n1C1CCCCC1	-2	i	i	-11	i	i	i	i	i	i	-2
Oc1ccccc1/C=N/Nc1nccnc1Cl	19	i	i	-10	i	i	i	i	i	i	5
CCCNC(=S)N1CCC(NC(=O)C2CCCCC2)CC1	1	i	i	-10	i	i	i	i	i	i	-1
COc1ccc(C(=O)C[n+]2ccccc2C)cc1	2	i	i	-5	i	i	i	i	i	i	-1
COC(=O)Cc1ccc(NC(=S)N2CCN(c3ccc(OC)cc3)CC2)cc1	-8	i	i	-2	i	i	i	i	i	i	-9
COc1cc(Cl)c(C)cc1NC(=O)CCCN1C(=O)CCC1=O	-3	i	i	-9	i	i	i	i	i	i	-3
C=CCSc1nnc(CNC(=O)c2ccc(Cl)cc2)n1CC	-2	i	i	1	i	i	i	i	i	i	0
CC(C)c1ccc(NC(=O)COc2ccccn2)cc1	1	i	i	-9	i	i	i	i	i	i	0
CC(C)NCC1CCc2cc(CO)c([N+](=O)[O-])cc2N1 (configuration not stated)	-7	i	i	-3	i	i	i	i	i	i	1
O=C(NCc1ccc(Cl)cc1)c1ccc(CSc2nc3ccncc3[nH]2)cc1	-5	i	i	-9	i	i	i	i	i	i	-1
CCOC(=O)COc1ccccc1/C=N\NC(=O)c1cc2c(ccc3ccccc32)o1	-2	-6.8*	i	-18	i	10*	i	i	i	i	7
COc1cccc2cc(C(=O)N(Cc3ccccc3)CC3CCCO3)c(=O)oc12 (configuration not stated)	-3	i	i	-9	i	i	i	i	i	i	7
Cc1ccc(C)n1-c1ncc(Br)cn1	1	i	i	-13	i	i	i	i	i	21*	1
COc1ccc(-n2c(CN3CCN(c4ccc(F)cc4)CC3)nc3ccc([N+](=O)[O-])cc3c2=O)c(OC)c1	-7	i	i	-3	i	i	i	i	i	i	-2
Cc1nnc(NC(=O)c2ccco2)s1	7	i	i	-10	i	i	i	i	i	i	2
CCn1c(N)c(C(=O)NC2CCCCC2)sc1=S	23	i	i	-7	i	i	i	i	i	i	9
Cc1nc([N+](=O)[O-])cn1CC(O)c1ccc(-c2ccccc2)cc1 (configuration not stated)	6	i	i	-14	i	i	i	i	i	i	-1
Cc1ccccc1NC(=O)CCCSc1nc2ccccc2s1	1	i	i	-5	i	i	100*	i	i	i	6
O=C(N/N=C/c1ccc[nH]1)c1c[nH]c2ccccc12	0	i	i	-6	i	i	/	i	i	i	/

Record cards, from the list above. Order of values: Dyrk1A ADPGlo	KCNK9 block	KCNK3 inh	hERG rescue	KCNQ1 act	KCNQ1 block	TMEM16A inh	TRPC4 agonist	ANO1 activ	TRPC4 PAM	HDAC3 inhib
Listed for Cc1nnc(NC(=O)c2ccco2)s1 = 7	i	i	-10	i	i	i	i	i	i	2
Listed for O=C(N/N=C/c1ccc[nH]1)c1c[nH]c2ccccc12 = 0	i	i	-6	i	i	/	i	i	i	/
